PI5P4K alpha inh = qHTS for Inhibitors of phosphatidylinositol 5-phosphate 4-kinase (PI5P4K); PI5P4Kalpha enzyme, ADP-Glo luminescence, 60 min; active compounds read low; max response, %; AID 652105, 2013; Phosphatidylinositol 5-phosphate 4-kinase type-2 alpha (Homo sapiens), P48426; 330,000 compounds, 1.2% hits; active = max response of -50% or lower; inconclusive = between -30% and -50%; inactive = -30% or higher; also: value at the top dose of about 77 µM; % is scaled to controls: 0 for no effect and ±100 for the full control effect
Target sequence (P48426 whole entry, looked up): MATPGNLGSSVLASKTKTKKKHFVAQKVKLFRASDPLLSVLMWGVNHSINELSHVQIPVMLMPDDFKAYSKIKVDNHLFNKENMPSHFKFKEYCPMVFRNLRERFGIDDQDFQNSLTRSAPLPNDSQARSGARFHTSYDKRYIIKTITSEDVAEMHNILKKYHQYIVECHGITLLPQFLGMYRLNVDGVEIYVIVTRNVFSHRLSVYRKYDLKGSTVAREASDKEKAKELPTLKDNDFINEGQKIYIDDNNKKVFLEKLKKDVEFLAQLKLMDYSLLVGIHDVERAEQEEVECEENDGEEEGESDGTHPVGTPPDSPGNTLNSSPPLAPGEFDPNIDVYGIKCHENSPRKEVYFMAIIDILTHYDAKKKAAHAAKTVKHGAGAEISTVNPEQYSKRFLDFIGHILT
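Reactions run in 0.038 M HEPES pH 7.4, 0.28 mM EGTA, 0.1% CHAPS and 5% DMSO, with PI5P4Kalpha, substrate, compound and 5 microM ATP final, one hour at room temperature. Readout is ADP-Glo luminescence.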
EPAC1 ag = qHTS for Agonist of cAMP-regulated guanine nucleotide exchange factor 3 (EPAC1): primary screen | Rap guanine nucleotide exchange factor 3 (Homo sapiens), O95398 | EPAC1 agonist qHTS, biochemical assay; response scale: 100% = response to 6.5 mM cAMP | Potency, µM (series often up to 154 µM), inactives show top-dose activation, usual class: activators | 360,000 compounds, 0.073% hits; also: potency is read from the fitted curve at half-maximal effect; nearly all actives have a fitted effect of over 60% in size
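Nucleotide exchange by EPAC1 (100 nM) on Rap1B–BODIPY-GDP (250 nM) in the presence of 50 uM GDP is tracked fluorescently at 480/540 nm over 30 min. Signals are normalized to a 6.5 mM cAMP control.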
IL2 activator = qHTS of IL-2 Activators; activation, % (series mostly up to about 46 µM); IL-2 activation reporter assay, cell-based qHTS; stimulated with anti-CD3/CD4/CD28 beads; in transgenic mouse T cells; 360,000 compounds, 0.065% hits; AID 652025, 2013; in the data active = activation above about 50%; inconclusive = mostly about 30% to 49%; also: 0% is about no effect
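Screening format: compound pinned onto unstimulated transgenic mouse T cells, 60 min incubation, then anti-CD3/anti-CD4/anti-CD28 bead stimulation for 18 hours at 37 degrees C, followed by EGFP and DsRed detection.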
WRN helicase inh = qHTS for Inhibitors of WRN Helicase; Bifunctional 3'-5' exonuclease/ATP-dependent helicase WRN (Homo sapiens), Q14191; WRN helicase unwinding, fluorescent forked duplex, kinetic; Potency, µM (doses to about 114 µM), inactives show top-dose activity change, negative = inhibition, actives largely listed as inhibitors; 360,000 compounds, 0.46% hits; also: potency is read from the fitted curve at half-maximal effect; % is scaled to controls: 0 for no effect and ±100 for the full control effect; nearly all actives have a fitted effect of over 55% in size
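Primary qHTS, 1536-well format. 20 nM WRN + compound, 15 min RT; start with 100 nM forked fluorophore/quencher duplex, 2 mM ATP (final); kinetic read ex 525/em 598 nm.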
EPAC1 antag = qHTS for Antagonist of cAMP-regulated guanine nucleotide exchange factor 3 (EPAC1): primary screen; Rap guanine nucleotide exchange factor 3 (Homo sapiens), O95398; EPAC1 GEF assay, Rap1b-BODIPY-GDP exchange fluorescence; Potency, µM (highest dose often 115 µM), without a hit: at the top dose activity change, negative = inhibition, most hits filed as inhibitors; 360,000 compounds, 0.14% hits;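 also: potency is read from the fitted curve at half-maximal effect; plate controls were vehicle for no effect and positive control for full effect; nearly all actives have a fitted effect of over 50% in size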
FUS yeast rescue = qHTS for Suppressors of FUS Proteinopathy: Primary screen using FUS-linked yeast assay; S. cerevisiae FUS-expressing, growth rescue, OD600, 24 h; Potency, µM (titrated, usually from 76.6 µM), for inactives: top-dose growth rescue (activation), most hits filed as activators; 390,000 compounds, 0.24% hits; AID 1347120, 2019;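 also: potency is read from the fitted curve at half-maximal effect; plate controls were DMSO vehicle for no effect and reference control for full effect; nearly all actives have a fitted effect of over 55% in size; some results filed as inactive show a strong effect at the top dose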
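Yeast FUS proteinopathy model; galactose-induced FUS (2%), starting OD 0.005. Cpds in dilution series, 24hr, 30C, 99% humidity. Abs 600 nm growth. Pos ctrl CP55940 (top 92uM final); neg ctrl DMSO.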
PLK1 PBD inh = qHTS for Inhibitors of PLK1-PDB (polo-like kinase 1 - polo-box domain): Primary Screen | Potency, µM, inactives show max response, negative = inhibition, usual class: inhibitors | Plk1 PBD binding of FITC phosphopeptide, fluorescence polarization | Serine/threonine-protein kinase PLK1 (Homo sapiens), P53350 | 360,000 compounds, 2.8% hits; also: potency is read from the fitted curve at half-maximal effect; series mostly up to about 57 µM; % is scaled to controls: 0 for no effect and ±100 for the full control effect; nearly all actives have a fitted effect of over 65% in size
Target sequence (P53350 whole entry, looked up, the tested form may be a part): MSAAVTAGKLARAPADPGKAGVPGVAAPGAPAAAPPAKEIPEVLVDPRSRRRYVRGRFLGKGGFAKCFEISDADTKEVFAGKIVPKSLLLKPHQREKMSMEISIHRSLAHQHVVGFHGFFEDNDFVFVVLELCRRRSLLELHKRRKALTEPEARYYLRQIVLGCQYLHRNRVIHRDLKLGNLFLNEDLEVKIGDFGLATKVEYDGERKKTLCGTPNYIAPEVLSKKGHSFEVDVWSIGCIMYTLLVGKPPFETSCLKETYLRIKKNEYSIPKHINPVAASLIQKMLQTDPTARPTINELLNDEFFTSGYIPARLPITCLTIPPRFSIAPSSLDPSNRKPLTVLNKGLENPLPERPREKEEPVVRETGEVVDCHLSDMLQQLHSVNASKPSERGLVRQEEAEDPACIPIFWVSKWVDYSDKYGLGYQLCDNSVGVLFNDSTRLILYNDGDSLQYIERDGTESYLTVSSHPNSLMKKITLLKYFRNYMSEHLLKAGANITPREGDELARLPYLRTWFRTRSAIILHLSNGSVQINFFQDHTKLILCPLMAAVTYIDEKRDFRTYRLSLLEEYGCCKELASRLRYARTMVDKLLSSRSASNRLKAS
Abeta yeast res = qHTS for compounds that reverse cellular toxicity of Amyloid beta (A-beta) peptide in yeast: Primary Screen; yeast expressing A-beta42, growth rescue, OD600, 48 h; response scale: 0% DMSO, 100% iron-clioquinol control; Potency, µM (highest dose often 46.1 µM), without a hit: at the highest dose growth rescue, usual class: activators; 410,000 compounds, 0.063% hits; also: potency is read from the fitted curve at half-maximal effect; nearly all actives have a fitted effect of over 55% in size
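Yeast growth medium received pinned compounds, then yeast cells expressing toxic A-beta were added; plates incubated at 30 C for 48 hr. Growth read as absorbance at 600 nm, normalized to DMSO and equimolar FeCl3 plus clioquinol controls.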
Active calls of the source: *; ? = inconclusive; . = no result given; & = joins results of further samples; [ ] = another dose, or the depositor's remark. Unless noted, calls follow the shape of the dose curve; as a rule, active = well fitted curve in the direction sought with a large enough effect; inconclusive = small, poorly fitted or top-dose-only effect, or another doubt; inactive = no such curve, though single readings can be large; an effect the other way counts as inactive or inconclusive.

Each structure is followed by: PI5P4K alpha inh, EPAC1 ag, IL2 activator, WRN helicase inh, EPAC1 antag, FUS yeast rescue, PLK1 PBD inh, Abeta yeast res
COc1ccc2c(c1)c(=O)cc(C)n2CC(=O)NCc1ccco1
  -1, -10%, -2.9, -26%, -2%, 28%, -12%, 21%
FC(F)Oc1cccc(NC(=S)N2CCN(c3ccccn3)CC2)c1
  -1, -5%, -2.2, 1%, -21%, 13%, -11%, -2%
Brc1ccc(C2=NC(Cc3ccccc3)CO2)cc1 (stereo not given)
  0, 12%, 0.4, 0%, -2%, -24%, -8%, -5%
CC1(C(=O)N2CCCCC2)CCN1C(=O)c1ccccc1CCc1ccccc1 (stereo not given)
  -2, 5%, 0.1, 6%, 4%, 1%, -3%, 22%
COc1ccc(-c2cnc3c(NC(C)=O)cc(-c4cc(F)ccc4OC)cn23)cc1OC
  ?, 0%, -0.7, -22%, 0%, 19%, -26%, -17%
Fc1ccc(CCNC(=S)Nc2ccc(F)cc2)cc1
  11, 2%, -0.7, 4%, -6%, -1%, -10%, ?
O=C1CN(C(=O)Cn2ncc(Cl)c(Cl)c2=O)c2ccccc2N1
  ?, -2%, -1.5, -5%, -8%, 22%, -19%, -30%
COc1ccc(CCNc2ncnc3cc(OC)c(OC)cc23)cc1OC
  7, -10%, -2.3, -6%, -14%, 1%, 8%, 4%
O=C(Nc1ccc(N2CCN(C(=O)c3ccco3)CC2)cc1)c1cccs1
  -6, -4%, -1.0, 5%, 17%, 1%, -1%, 10%
O=C(O)CC(NC(=O)C(c1ccccc1)c1ccccc1)c1ccco1 (stereo not given)
  1, 6%, -0.3, -3%, 2%, 5%, -6%, -6%
COc1cc(S(=O)(=O)Nc2ccc(C)cc2)ccc1NC(=O)c1ccncc1
  4, 3%, -2.2, -7%, -3%, 0%, -7%, 10%
CN1CCN(CCNC(=O)c2ccc3nc(-c4ccc(F)cc4)c(-c4ccc(F)cc4)nc3c2)CC1
  12, 4%, -3.2, 1%, 10%, 23%, -29%, -29%
C/C(=N/NC(=O)CSc1ccccn1)c1ccc([N+](=O)[O-])cc1
  -1, -2%, -1.3, -2%, -8%, ., -3%, 10%
CC(C)(C)OC(=O)N1CCN(C(=O)c2[nH]cnc2C(=O)Nc2ccccc2F)CC1
  4, -8%, -1.0, 8%, 0%, 18%, 0%, 8%
CSc1nc2nccc(-c3ccc4c(c3)OCO4)n2n1
  9, -11%, -1.3, -4%, 3%, ?, 1%, -15%
Cc1ccc(C)c(N2CCN(S(=O)(=O)c3ccc4c(c3)NC(=O)CO4)CC2)c1
  8, 16%, -2.0, -14%, -9%, ?, -9%, 2%
CN1CCN(Cc2c(O)ccc3c(-c4ccccc4)cc(=O)oc23)CC1
  ., 2%, 0.7, 1%, 10%, 18%, -10%, -11%
O=C(CSc1cccc2cccnc12)N/N=C/c1cccnc1
  3, 0%, 1.0, -10%, 8%, 2%, 7.5µM*, 24%
CCCn1c(Oc2ccccc2)nc2c1c(=O)n(C)c(=O)n2C
  0, 6%, -0.4, -2%, ?, -7%, -7%, -16%
Cc1cccc(NC(=O)C2(c3ccccc3)CC2(Cl)Cl)c1 (stereo not given)
  ., 22%, -2.9, -3%, -6%, 16%, -3%, 8%
Cn1nc(C(C)(C)C)c([N+](=O)[O-])c1C(N)=O
  2, -5%, -0.8, -4%[11.6 µM], 10%, 23%, -3%, 4%
C=CCn1c(SCC(=O)Nc2cccc(S(=O)(=O)N(C)c3ccccc3)c2)nnc1C1CC1
  0, 10%, -0.8, -8%, -21%, ?, -6%, -1%
CCCc1nnc(NC(=O)CCC(=O)N2CCN(Cc3ccc(Cl)cc3)CC2)s1
  1, 0%, -2.4, -3%, -13%, 5%, -11%, -1%
CN(C)CCCN1c2ccccc2Sc2ccc3ccccc3c21
  22, -2%, -6.3, -2%, 0%, ., -1%, 8%
S=C(Nc1ccccc1)N1CCn2cccc2C1c1cccnc1 (stereo not given)
  4, 4%, -0.8, -5%, -24%, ., -1%, 34%
CC(C)(C)S(=O)N1Cc2cc(CO)cc(-c3ccccc3)c2[C@H]1CCO (stereo not given in full)
  3, -14%, 0.3, 5%, 6%, -6%, -4%, 3%
Cc1ccc(-n2c(SCC(=O)N/N=C/c3ccccc3C(=O)O)nnc2-c2ccccc2)cc1
  -4, 4%, 1.8, -11%, 1%, 19%, -1%, -11%
O=C(O)CSc1c2c(nc3cc(C(=O)N4CCOCC4)ccc13)CCCC2
  ., -4%, 0.7, -20%, 6%, ?, -17%, 5%
O=C(C1=C(O)C(=O)N(CCN2CCOCC2)C1c1ccc([N+](=O)[O-])cc1)c1cccs1 (stereo not given)
  4, -7%, -0.3, -15%, 5%, 32%, -10%, -1%
COc1ccc(CN2CC(C(=O)NCc3cccc(OC)c3)CC2=O)cc1 (stereo not given)
  7, -3%, 0.0, 2%, 10%, -10%, 1%, 17%
CN1CCN(CCCN(Cc2cccs2)C(=S)Nc2ccc(Cl)cc2)CC1
  10, 6%, -5.6, -3%, -8%, 14%, -4%, -2%
Cc1ccc(NCc2nnc(SCC(=O)N3CCc4ccccc43)n2C)cc1
  ., -1%, 5.9, 1%, 0%, 20%, -13%, 6%
Cc1ccc2c(c1)nc(NCCCO)n2C
  -7, 10%, -0.6, -1%, -2%, -13%, -3%, 16%
CCOc1ccc(OCC(=O)OC(C)C(=O)NC2CCCCC2C)cc1 (stereo not given)
  2, -7%, -3.4, 4%, 10%, ., 2%, 8%
COc1cc(C)ccc1OCC(=O)Nc1nnc(C2CC2)s1
  -8, -11%, 0.4, 9%, 28%, 13%, -2%, -11%
Cc1ccc(S(=O)(=O)N[C@H](C(=O)OCC(=O)NC(=O)NCc2ccco2)C(C)C)cc1
  -7, 3%, -1.1, -7%, -6%, 10%, -8%, 8%
CCOC(=O)C1CCCN(c2cc(=O)n(C3CCCCC3)c(=O)[nH]2)C1 (stereo not given)
  -2, -2%, -0.4, -7%, ?, -23%, -7%, -10%
Cc1ccc(-c2nn(-c3cccc(F)c3)cc2CN2CCN(c3ccccn3)CC2)o1
  -1, 9%, -0.1, -6%, -15%, 17%, -18%, 0%
COc1ccc(C(=O)Nc2ccc3nc(N4CCN(C)CC4)cc(C)c3c2)c(OC)c1
  -7, -3%, -1.8, -30%, -10%, 23%, -5%, 0%
Cc1ccccc1C(c1ncccc1C)N(C)C(=O)C1CCN(CCOc2ccc(Cl)cc2Cl)CC1 (stereo not given)
  35, -13%, -0.8, -15%, ?, 29%, -2%, -5%
COc1cccc(C=Nc2cccc3c(=O)[nH][nH]c(=O)c23)c1O
  -9, 8%, -1.1, -3%, 3%, -31%, 7%, -18%
CCOC(=O)c1c(CSc2ccccc2)oc2cc(Br)c(O)c(CN(C)C)c12
  -2, 4%, 0.4, 8%, 5%, 17%, -2%, -5%
CC1CN(S(=O)(=O)c2cccc(C(=O)N(Cc3nnc(-c4ccccc4Cl)o3)C3CC3)c2)CC(C)O1 (stereo not given)
  -2, -7%, -2.8, -5%, 14%, 32%, 1%, 2%
O=C(c1ccccc1)N1CCN(C2CC3CCC2C3)CC1 (stereo not given)
  ., 3%, 2.6, 0%, 1%, 19%, -6%, 6%
CCCn1c(=O)c(C(=O)NCCc2ccccc2)c(O)c2ccccc21
  11, -6%, -3.2, 8%, -16%, 13%, -12%, -13%
CCN(C(=O)COC(=O)CCC(=O)c1ccccc1)c1c(N)n(Cc2ccccc2)c(=O)[nH]c1=O
  -10, 2%, 2.0, 3%, 10%, 2%, 2%, -17%
COC(=O)c1ccc(CSc2nc3scc(-c4cccs4)c3c(=O)[nH]2)o1
  ., 4%, -0.8, ?, ?, 37%, ?, 8%
CCN(CC)c1ccc(SS(=O)(=O)O)cc1
  -25, 4%&11%, 0.3&-0.4, ?, -5%&-5%, ?, 6.7µM*, -11%&8%

An excerpt of these results, as a markdown table.
| Molecule | PI5P4K alpha inh | EPAC1 ag | IL2 activator | WRN helicase inh | EPAC1 antag | FUS yeast rescue | PLK1 PBD inh | Abeta yeast res |
| --- | --- | --- | --- | --- | --- | --- | --- | --- |
| COc1cccc(C=Nc2cccc3c(=O)[nH][nH]c(=O)c23)c1O | -9 | 8% | -1.1 | -3% | 3% | -31% | 7% | -18% |
| CCOC(=O)c1c(CSc2ccccc2)oc2cc(Br)c(O)c(CN(C)C)c12 | -2 | 4% | 0.4 | 8% | 5% | 17% | -2% | -5% |
| CC1CN(S(=O)(=O)c2cccc(C(=O)N(Cc3nnc(-c4ccccc4Cl)o3)C3CC3)c2)CC(C)O1 (stereo not given) | -2 | -7% | -2.8 | -5% | 14% | 32% | 1% | 2% |
| O=C(c1ccccc1)N1CCN(C2CC3CCC2C3)CC1 (stereo not given) | . | 3% | 2.6 | 0% | 1% | 19% | -6% | 6% |
| CCCn1c(=O)c(C(=O)NCCc2ccccc2)c(O)c2ccccc21 | 11 | -6% | -3.2 | 8% | -16% | 13% | -12% | -13% |
| CCN(C(=O)COC(=O)CCC(=O)c1ccccc1)c1c(N)n(Cc2ccccc2)c(=O)[nH]c1=O | -10 | 2% | 2.0 | 3% | 10% | 2% | 2% | -17% |
| COC(=O)c1ccc(CSc2nc3scc(-c4cccs4)c3c(=O)[nH]2)o1 | . | 4% | -0.8 | ? | ? | 37% | ? | 8% |
